S3 lipid droplet: qHTS Assay for Lipid Storage Modulators in Drosophila S3 Cells; Drosophila S3 cells, BODIPY lipid droplet fluorescence, 18-24 h; cells fed with added oleic acid; Potency in µM for hits, for the others lipid storage change, negative = inhibition, % at the top dose, mostly 46.1 µM; actives 0.64% (n = 320,000); AID 2685; active = well fitted inhibition curve with a large enough effect in the signal ratio, with a control signal flat, not every such curve was filed as active; inconclusive = small, poorly fitted or top-dose-only effect, or effect the other way, or a change in a side signal; the % refers to the signal ratio
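Drosophila S3 cells loaded with oleic acid (400 uM, as added) and compounds at several concentrations; lipid droplets imaged by 488-nm laser-scanning cytometry, 500–530 nm intensity and object ratio to cell channel. Percent activity normalized to 20 uM Triacsin C.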
S3 lipid droplet cell count max: recorded beside S3 lipid droplet, whose call it bears; cell number change, %; measured here: cell count max response;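 cells counted by Cell Tracker Red CMTPX staining in the red channel; peak over a dose series mostly up to 46.1 µM; percent activity relative to internal control wells on each plate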
* hit, by the source's call; i = inactive; ? = inconclusive; . = not tested or not shown; [ ] = remark or other dose. % is set by controls: 0 for no effect and ±100 for the full control effect; potency is the fitted concentration of half-maximal effect.

Screens in order: S3 lipid droplet | S3 lipid droplet cell count max
> COc1ccc(C(=S)Nc2ccc(N(C)C)cc2)cc1
  ? | .
> O=C(Nc1ccccc1N1CCOCC1)c1cccc2c(Br)cccc12
  9.5% | 8.7
> CCn1c(C)c(C)c2cc(C(=O)NCCCN3CCCCC3C)ccc21 (stereo not drawn)
  ? | .
> C=CCNC(=S)NC(CC(=O)OC)c1ccc2c(c1)OCO2 (stereo not drawn)
  ? | .
> COc1ccccc1-c1cc(C(=O)NCCc2ccccc2)no1
  ? | .
> Cc1c(C(=O)C(=O)N2CCCc3ccccc32)c2ccccc2n1C
  3.6% | 0.1
> COc1ccc(Nc2ccc([N+](=O)[O-])cc2[N+](=O)[O-])cc1
  ? | .
> Cc1noc(/C=C/c2ccco2)c1S(=O)(=O)N1CCC(C(=O)NCc2ccco2)CC1
  ? | .
> Cc1ccc(CN2CCSCC2)cc1
  6.6% | 6.4
> COc1ccc(NC(=O)CSc2nnc(Cc3ccc(C)cc3)c(=O)n2N)cc1OC
  ? | .
> COC(=O)CCc1c(C)c(C#N)c2nc3ccccc3n2c1N1CCCC1
  ? | .
> S=C(NC1CCCCC1)N1CCN(C/C=C/c2ccccc2)CC1
  ? | .
> CCCCn1c(CCNC(=O)CC)nc2ccccc21
  i | .
> NS(=O)(=O)c1ccc(CCNc2ncnc3c2c(-c2ccccc2)cn3-c2ccc(F)cc2)cc1
  i | .
> CCC(C)NC(=O)C1=CCN(S(=O)(=O)c2ccc(C)cc2)CC1 (stereo not drawn)
  ? | .
> COC(=O)c1ccc(C(=O)NC2CCSc3ccccc32)cc1 (stereo not drawn)
  3.9% | 4.8
> Cc1cccc(-c2cc(C(=O)NCCCn3ccnc3)c3ccccc3n2)c1
  6.0% | -20.5
> Cc1cc2c(C)nc(-c3ccccc3)nc2o1
  ? | .
> Cc1cc(C)nc(Nc2n[nH]c(-c3ccc(C(C)(C)C)cc3)n2)n1
  ? | .
> COc1ccc(CN2CCN(C(=O)c3cc(OC)c(OC)c(OC)c3)CC2)cc1OC
  -0.8% | 13.6
> CCOC(=O)C1=C(C)N(C)C(=O)NC1c1ccc(C)s1 (stereo not drawn)
  0.1% | 4.8
> CCOP(=O)(c1ccccc1)C(O)c1ccccc1 (stereo not drawn)
  -6.0% | -1.2
> O=C(Nc1c2c(nc3ccccc13)CCCC2)c1cccc([N+](=O)[O-])c1
  i | 21.1
> CCC(CC)C(=O)Nc1cc(C(=O)OC)cc(C(=O)OC)c1
  8.3% | -0.8
> CC(C)c1ccc(-c2csc(NC(=O)c3cccs3)c2C(=O)O)cc1
  -4.2% | 3.9
> CC(NC(=O)COC(=O)/C=C/c1ccc(Cl)cc1)c1ccccc1 (stereo not drawn)
  ? | .
> O=C(CSc1n[nH]c(-c2cc(Cl)ccc2Cl)n1)NCCN1C(=O)CSC1=O
  18.4µM* | -24.6*
> COc1ccc(CCNC(=O)CC2Nc3ccccc3NC2=O)cc1 (stereo not drawn)
  ? | .
> CCC1(C)Cc2c(sc3c2c(=O)n(C)c2nnc(SCCc4ccccc4)n32)CO1 (stereo not drawn)
  ? | .
> COc1ccc(Nc2nc(N)nc(CSC(=S)N3CCCCC3C)n2)cc1 (stereo not drawn)
  ? | .
> O=C(c1[nH]ncc1-c1ccccc1)C1CO1 (stereo not drawn)
  ? | .
> COc1ccccc1C(=O)N(CN1CCCC1=O)c1cccc(Cl)c1
  ? | .
> CCOc1ccc(N2CC(C(=O)N3CCCc4ccccc43)CC2=O)cc1 (stereo not drawn)
  ? | .
> CN(CC(=O)NCCc1ccc(S(N)(=O)=O)cc1)Cc1c(F)cccc1Cl
  i | 13.1
> O=C(COC(=O)c1ccccc1)Nc1ccc2[nH]c(=O)[nH]c2c1
  i | -22.2
> S=c1[nH]nc(-c2cccnc2)n1-c1ccccc1
  4.3% | 7.3
> CCOC(=O)C1=C(C)NC2=C(C(=O)CC(C)(C)C2)C1c1ccsc1 (stereo not drawn)
  ? | .
> CC(NC(=O)CSc1nc(C2CC2)n(-c2ccccc2)n1)c1ccco1 (stereo not drawn)
  ? | .
> COc1cc(C(=O)N/N=C2\CCS(=O)(=O)c3ccc(F)cc32)cc(OC)c1OC
  12.9% | 4.9
> Cc1ccc(-c2cc(C(=O)N/N=C/c3ccco3)n[nH]2)s1
  28.0% | -5.3
> N#CCc1ccc(OC(=O)Nc2ccccc2)cc1
  ? | .
> CC(C)(C)NC(=O)C(c1ccccc1)N(Cc1ccco1)C(=O)c1csnn1 (stereo not drawn)
  13.7% | -4.7
> CCOc1cc2nc(-c3ccc(OC)c(OC)c3)nc(N3CCOCC3)c2cc1OC
  -8.1% | -23.8
> CCOC(=O)c1c(C)c(C(=O)N2CCN(c3ccccc3)CC2)c(C)n1C
  6.5% | -0.1
> O=C(Nc1ccc2c(c1)OCCO2)C1CCN(c2cnccn2)CC1
  ? | .
> O=S(=O)(NCc1ccccc1)c1ccc(S(=O)(=O)NCC2CCCO2)cc1 (stereo not drawn)
  7.1% | 16.7
> COc1ccc(-c2cc(CCCC(=O)NCc3ccccn3)no2)cc1
  5.4%[9.22 µM] | 13.1
> CCc1ccc(CNc2ccc(N3CCN(C(C)=O)CC3)cc2)cc1
  ? | .
> Brc1ccc(-c2nnc(SCCC3OCCCO3)o2)cc1
  6.6% | -16.4
> c1ccc(OCc2nn3c(-c4ccccn4)nnc3s2)cc1
  ? | .

(listing goes on)
Screens in order: S3 lipid droplet | S3 lipid droplet cell count max
> COc1cc2c(cc1OC)CN(C(=O)C1CCCN(C(=O)c3ccc(Cl)cc3)C1)CC2 (stereo not drawn)
  ? | .
> Cc1ccccc1Nc1ncnc(N)n1
  i | .
> COc1ccc(S(=O)(=O)N2CCCCC2)cc1NC(=O)CSc1nccn1C
  -17.8% | -6.2
> CC1CN(c2oc(-c3ccccc3Cl)nc2C#N)CC(C)O1 (stereo not drawn)
  13.3% | 6.4
> COCCCNC(=S)N(CCO)Cc1cc2cc3c(cc2[nH]c1=O)OCCO3
  i | .
> CN1CCN(c2ccc(Cl)cc2NC(=O)CC2OC(=O)c3ccccc32)CC1 (stereo not drawn)
  ? | .
> O=C(COc1cc2oc(=O)c3c(c2cc1Cl)CCC3)NCCCN1CCCC1=O
  ? | .
> COc1ccccc1NC(=O)c1ccc(NC(=O)COC(=O)C2CC2C)cc1 (stereo not drawn)
  23.7% | .
> O=C(NCC(=O)N(c1cccnc1)C(C(=O)NC1CCCCC1)c1ccccc1)c1ccco1 (stereo not drawn)
  ? | .
> CC(=O)c1cccc(NC(=O)c2ccccc2-c2ccccc2C(=O)O)c1
  i | 13.7
> CCC(=O)N1CCc2cc(S(=O)(=O)NCCCN(CC)Cc3ccccc3)ccc21
  ? | .
> COc1cc(C(=O)N2C[C@H]3CC[C@H]2C3)ccc1OC1CCN(C(C)=O)CC1
  ? | .
> O=C(NCCCN1CCOCC1)c1ccc(CNS(=O)(=O)c2ccc(Br)cc2)cc1
  -2.7% | 3.3
> O=C1CSC(=S)N1/N=C/c1ccc2c(c1)OCCO2
  7.7% | 27.2
> Cc1cccc(NC(=S)N/N=C/c2cccn2Cc2ccc(F)cc2)c1
  -1.8% | .
> Cc1cc(O)c(C(=O)/C=C/c2ccccc2O)c(=O)o1
  ? | .
> COc1ccc(N2CCN(C(C)C(=O)N3CCCC3)CC2)cc1 (stereo not drawn)
  19.1% | -1.0
> OCCN(Cc1ccccc1)Cc1cccc(Cl)c1Cl
  -11.9% | -14.7
> CCOC(=O)c1sc(NC(=O)c2ccc(CC)s2)nc1C
  ? | .
> COc1cc(NC(=O)n2ncc3cc(Cl)ccc32)cc(OC)c1
  14.1% | .
> C=CCN=C1N[C@@H](c2ccccc2)C(C(=O)OC)=C(C)N1CCOC
  ? | .
> CNC(=S)N1CCC(NC(=O)C(Cc2ccc(F)cc2)NC(C)=O)CC1 (stereo not drawn)
  -29.5% | -25.7
> O=C(Cn1cc2c(n1)CCCCC2)NCc1ccccc1
  ? | .
> CNC(=O)c1[nH]cnc1C(=O)Nc1ccccc1OC
  6.5% | 13.2
> Cc1ccnc(NC2(C(F)(F)F)N=C3SCCN3C2=O)c1 (stereo not drawn)
  -8.7% | -5.1
> CC(=O)/C(N=Nc1c(C)n(C)n(-c2ccccc2)c1=O)=C(\C)O
  ? | .
> O=C(NNS(=O)(=O)c1ccccc1)C1CCCCC1
  ? | .
> Cc1ccc(C(=O)C(C)OC(=O)Cc2n[nH]c(=O)c3ccccc23)cc1C (stereo not drawn)
  ? | .
> Cc1cccc(C)c1NC(=O)CN(C)C(=O)CN1C(=O)NC2(CCCC2)C1=O
  ? | .
> Nc1ccccc1C(=O)N/N=C1/C2CN3CCN(C2)CC1(Cc1ccccc1)C3
  4.0% | 9.1

Filtered by structure: the compounds so far containing two or more sulfur atoms
Screens in order: S3 lipid droplet | S3 lipid droplet cell count max
> CC(C)c1ccc(-c2csc(NC(=O)c3cccs3)c2C(=O)O)cc1
  -4.2% | 3.9
> O=C(CSc1n[nH]c(-c2cc(Cl)ccc2Cl)n1)NCCN1C(=O)CSC1=O
  18.4µM* | -24.6*
> CCC1(C)Cc2c(sc3c2c(=O)n(C)c2nnc(SCCc4ccccc4)n32)CO1 (stereo not drawn)
  ? | .
> COc1ccc(Nc2nc(N)nc(CSC(=S)N3CCCCC3C)n2)cc1 (stereo not drawn)
  ? | .
> O=S(=O)(NCc1ccccc1)c1ccc(S(=O)(=O)NCC2CCCO2)cc1 (stereo not drawn)
  7.1% | 16.7
> COc1ccc(S(=O)(=O)N2CCCCC2)cc1NC(=O)CSc1nccn1C
  -17.8% | -6.2
> O=C1CSC(=S)N1/N=C/c1ccc2c(c1)OCCO2
  7.7% | 27.2
> CCOC(=O)c1sc(NC(=O)c2ccc(CC)s2)nc1C
  ? | .

Additional entries
Screens in order: S3 lipid droplet | S3 lipid droplet cell count max
> CC1(c2ccc3c(c2)OCCO3)NC(=O)N(CC(=O)Nc2c(F)cccc2F)C1=O (stereo not drawn)
  ? | .
> O=C(CSc1nc(-c2ccc(F)cc2)cs1)N1CCc2ccccc21
  -22.5% | -19.2
> Cn1c(=O)c(=O)n(C)c2cc(S(=O)(=O)N3CCCC3C(=O)Nc3ccc(F)cc3)ccc21 (stereo not drawn)
  -11.7% | 7.2
> Nc1nc(SCC(=O)NC2CCCC2)[nH]c(=O)c1-c1ccccc1
  ? | .
> CCNc1nc(Oc2ccc(=O)[nH]n2)nc(N2CCOCC2)n1
  2.0% | 17.6
> Oc1c(Br)cc(/C=N/Nc2nncc3ccccc23)cc1Br
  i | .
> CCC(=O)NC(c1ccccc1)c1nc2ccccc2[nH]1 (stereo not drawn)
  i | -1.0
> Cc1ccc(NC(=O)c2ccc(C#CC3(O)CCCCC3)cc2)cc1C
  ? | .
> CC(=O)C1=C(C)OC(N)=C(C#N)C1c1cccc([N+](=O)[O-])c1 (stereo not drawn)
  ? | .
> Cc1ccc(NC(=O)CSCC(=O)N(C)CC(=O)Nc2ccccc2C(F)(F)F)cc1
  ? | .
> Cn1c(=O)oc2cc(S(=O)(=O)NCCC(=O)N3CC=C(c4ccccc4)CC3)ccc21
  -3.5% | 10.2
> Cc1ccc(CCc2nnc(SCC(=O)Nc3cc(Cl)ccc3Cl)n2-c2ccccc2)o1
  ? | .
> COc1cc(NC(=O)CN(C)S(=O)(=O)c2ccc3nc(C)sc3c2)cc(OC)c1
  4.6% | 16.1
> COc1ccccc1CC(=O)N1CCCc2cc(C)ccc21
  ? | .
> Cc1oc(-c2ccc(Cl)cc2)nc1CSCC(=O)NCCCN1CCOCC1
  -5.1% | -15.0
> COc1ccc(CCN2CC(C(=O)NCc3cc(C)on3)CCC2=O)cc1 (stereo not drawn)
  ? | .
> CC(C)=CCN1CCN(Cc2c[nH]c3ccccc23)CC1CCO (stereo not drawn)
  -20.5% | -6.6
> CCOC(=O)c1cnc(SCC(C)C)nc1N
  ? | .
> Cc1ccc2oc(C(=O)NCc3ccc(S(N)(=O)=O)cc3)cc(=O)c2c1
  ? | .
> Cc1ccc2nc(COC(=O)CNC(=O)c3ccccc3)cn2c1
  ? | .
> COc1ccc(C(=O)CSc2nnc(CNC(=O)c3ccco3)n2C)cc1
  -2.9% | 16.9
> NC(=O)c1ccc(Nc2ccc3nonc3c2[N+](=O)[O-])cc1
  i | -29.9
> Cn1c(CC(=O)Nc2ccccc2Cl)nnc1SCC(=O)NC1CCCCC1
  i | 26.1
> NC(=O)CCn1c2ccccc2c2ccccc21
  -7.2% | 2.5
> C[C@H]1CN(CCc2ccccc2)C(=O)[C@@H]1CC(=O)NCc1ccccc1
  4.1% | 2.4
> COc1ccc(C(=O)NCCCN2CCOCC2)cc1
  i | -6.8
> Cc1cc(C)c2nc(NC(=O)c3ccc([N+](=O)[O-])o3)sc2c1
  -12.7% | 8.0
> COc1ccc(NC(=O)c2ccc(NCCCN3CCOCC3)c([N+](=O)[O-])c2)cc1
  9.9% | 0.6
> COc1ccccc1-c1nnc(NC(=O)c2cccc(N3C(=O)CCC3=O)c2)o1
  ? | .
> O=C(NCCCNC(=O)c1ccccc1Br)c1ccccc1Br
  -4.1% | -12.7
> Cc1ccc(Cl)c2sc(NC(=O)C3=COCCO3)nc12
  ? | .
> CN1CCc2c(sc3c2C(=O)NC(c2ccc(-c4cccc(Cl)c4)o2)N3)C1 (stereo not drawn)
  8.7% | 3.3
> Cc1cc(C)c(S(=O)(=O)N2CCN(C(=O)C3COc4ccccc4O3)CC2)c(C)c1 (stereo not drawn)
  ? | .
> CC(C)=CCN1CCN(Cc2cnc(-c3ccccc3)s2)CC1CCO (stereo not drawn)
  -2.1% | -2.0
> COc1ccc(NC(=O)CN(C)C(=O)c2cn(-c3ccccc3)nc2-c2ccc(Cl)cc2)cc1
  ? | .

The list is partial; the hit share may differ from the screen's.
